Compound activity: PubChem, Southern Research Specialized Biocontainment Screening Center
Salmonella PhoP GFP: PhoP regulon inhibitors, Salmonella typhi PhoP promoter GFP reporter, confirmatory (AID 1850); Salmonella Typhi PhoP-promoter GFP reporter, fluorescence, 4 h; higher % means a stronger effect; one-dose inhibition, % at 50 µM; IC50 in µM for titrated hits; 310,000 tested, 0.33% active; in the data active = a potency from the dose series; inconclusive = inhibition mostly from about 25% at the one dose, without a potency; inactive = the rest, 99 in 100 with inhibition below about 19%;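 note: 0% = induced wells with vehicle and 100% = uninduced wells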
M. tuberculosis: growth inhibition of non-replicating M. tuberculosis (AID 488890) | Mycobacterium tuberculosis non-replicating, growth inhibition; higher % means a stronger effect | one-dose inhibition, % at 25 µM; IC50 in µM for titrated hits | 320,000 tested, 0.39% active; in the data active = a potency from the dose series; inconclusive = inhibition mostly from about 82% at the one dose, without a potency; inactive = the rest, 99 in 100 with inhibition below about 76%;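 note: plate controls were DMSO cells for no effect and high antibiotic wells for full effect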
influenza NS1A: NS1A inhibition, H1N1 influenza, cell based functional assay (AID 504329) | NS1A functional cell-based assay, percent inhibition; higher % means a stronger effect | inhibition, % at 12.5 µM, or IC50 in µM where a hit was titrated | 340,000 tested, 0.3% active; in the data active = a potency from the dose series; inconclusive = inhibition above about 27% without an active follow-up result; note: strong numbers were not always called active
VEEV TC-83 Vero: inhibitors of VEEV TC-83 cytopathic effect, confirmation, Vero cells (AID 588727); Vero cells, VEEV TC-83 cytopathic effect inhibition; higher % means a stronger effect; 350,000 tested, 0.13% active; one-dose inhibition, % at 20 µM; IC50 in µM for titrated hits; in the data active = a potency from the dose series; inconclusive = inhibition mostly from about 14% at the one dose, without a potency; inactive = the rest, 99 in 100 with inhibition below about 12%; note: strong numbers were not always called active
H37Rv inhibition: M. tuberculosis growth inhibition, HTS (AID 449762); M. tuberculosis H37Rv growth inhibition, 7H9 media; higher % means a stronger effect; one-dose inhibition, % at 25 µM; IC50 in µM for titrated hits; 330,000 tested, 0.59% active; in the data active = a potency from the dose series; inconclusive = inhibition above about 70% without an active follow-up result;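 note: bacterial growth assessed after seven days of incubation; strong numbers were not always called active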
VEEV TC-83 Vero 10K pilot screen: also measured in VEEV TC-83 Vero; calls as there; inhibition, %; measured here: 10K pilot screen inhibition
An asterisk follows results filed as active.

Screening O=C(Nc1cccc(C(=O)O)c1)/C(=C\c1ccco1)NC(=O)c1ccccc1Cl returned Salmonella PhoP GFP -2%, M. tuberculosis -6%, influenza NS1A 7%, VEEV TC-83 Vero 0.3% and H37Rv inhibition 0%.
`O=C(c1cnn(C(=O)c2ccccc2F)c1)c1ccccc1O` gave M. tuberculosis 72%, influenza NS1A -5%, VEEV TC-83 Vero 0.2% and H37Rv inhibition 11%.
For FC(F)c1nnc2ccc(Cl)nn12 the results were Salmonella PhoP GFP -8%, M. tuberculosis 5.9µM*, influenza NS1A -3%, VEEV TC-83 Vero 3.5% and H37Rv inhibition inconclusive.
CCN(c1ccccc1C(=O)O)S(=O)(=O)c1cccc2nsnc12 was read as Salmonella PhoP GFP -14%, M. tuberculosis -13%, influenza NS1A 0%, VEEV TC-83 Vero inactive and H37Rv inhibition 2%.
Screening O=C(Nc1cccc(Cl)c1)C1C2C=CC3(O2)C1C(=O)N(CCCN1CCCCC1)C3C(=O)NC1CCCCC1 (stereo not drawn) returned Salmonella PhoP GFP -7%, M. tuberculosis 13%, influenza NS1A 5%, VEEV TC-83 Vero 1.2% and H37Rv inhibition 9%.
Screening CSc1ccccc1NC(=O)COC(=O)/C=C/c1ccco1 returned M. tuberculosis 74%, influenza NS1A 4%, VEEV TC-83 Vero inactive and H37Rv inhibition 62%.
CC1CC(C)(C)NC(=S)N1CCCC(=O)N1CCN(c2ccccc2F)CC1 (stereo not drawn) was read as Salmonella PhoP GFP -6%, M. tuberculosis -10%, influenza NS1A 3%, VEEV TC-83 Vero 1.0% and H37Rv inhibition 9%.
CN1CCN(CC(=O)Nc2ccccc2Sc2ccccc2)CC1 was read as Salmonella PhoP GFP 12%, M. tuberculosis 10%, influenza NS1A -1%, VEEV TC-83 Vero inactive and H37Rv inhibition -8%.
Screening Cc1ccc(S(=O)(=O)N2CCCCC2)cc1C(=O)N1CCCCCC1 returned M. tuberculosis -1%, influenza NS1A -16%, VEEV TC-83 Vero 0.6% and H37Rv inhibition -2%.
`CCNC(=S)N1CCN(c2ccc([N+](=O)[O-])cc2)CC1` gave Salmonella PhoP GFP 10%, M. tuberculosis 63%, influenza NS1A 9%, VEEV TC-83 Vero 0.9% and H37Rv inhibition -2%.
Screening Cc1ccc(C(=O)NCC(=O)OCC(=O)c2ccc3c(c2)NC(=O)CO3)cc1C returned Salmonella PhoP GFP -11%, M. tuberculosis -18%, influenza NS1A 12%, VEEV TC-83 Vero 1.2% and H37Rv inhibition 5%.
`O=C(ON=C1CCN(S(=O)(=O)c2ccccc2)CC1)c1ccc(Cl)cc1` gave Salmonella PhoP GFP -1%, M. tuberculosis 27%, influenza NS1A 10%, VEEV TC-83 Vero inactive and H37Rv inhibition 1%.

4 entries out of the list, arranged by molecular weight, highest first:
CC1CC(C)(C)NC(=S)N1CCCC(=O)N1CCN(c2ccccc2F)CC1 (stereo not drawn) was read as Salmonella PhoP GFP -6%, M. tuberculosis -10%, influenza NS1A 3%, VEEV TC-83 Vero 1.0% and H37Rv inhibition 9%.
Screening Cc1ccc(S(=O)(=O)N2CCCCC2)cc1C(=O)N1CCCCCC1 returned M. tuberculosis -1%, influenza NS1A -16%, VEEV TC-83 Vero 0.6% and H37Rv inhibition -2%.
CCN(c1ccccc1C(=O)O)S(=O)(=O)c1cccc2nsnc12 was read as Salmonella PhoP GFP -14%, M. tuberculosis -13%, influenza NS1A 0%, VEEV TC-83 Vero inactive and H37Rv inhibition 2%.
CN1CCN(CC(=O)Nc2ccccc2Sc2ccccc2)CC1 was read as Salmonella PhoP GFP 12%, M. tuberculosis 10%, influenza NS1A -1%, VEEV TC-83 Vero inactive and H37Rv inhibition -8%.

(listing goes on)
`COc1ccc(-c2nnc(SCc3cccc(C#N)c3)o2)cc1` gave Salmonella PhoP GFP -12%, M. tuberculosis 67%, influenza NS1A 2%, VEEV TC-83 Vero 3.1% and H37Rv inhibition 4%.
`CCOc1ccc(S(=O)(=O)N2CCOCC2)cc1NS(=O)(=O)c1ccc(OC)c([N+](=O)[O-])c1` gave Salmonella PhoP GFP 8%, M. tuberculosis -9%, influenza NS1A -4%, VEEV TC-83 Vero 6.6% and H37Rv inhibition -8%.
`Cc1ccc(S(=O)(=O)N/N=C/c2cccc3c2OCCO3)cc1` gave Salmonella PhoP GFP 4%, M. tuberculosis 35%, influenza NS1A -6%, VEEV TC-83 Vero 0.4% and H37Rv inhibition 7%.
For CCOC(=O)N1CCN(S(=O)(=O)CCNC(=O)c2cccc(OC)c2)CC1 the results were Salmonella PhoP GFP -5%, M. tuberculosis 2%, influenza NS1A 9%, VEEV TC-83 Vero inactive and H37Rv inhibition -6%.
Cc1ccc(-c2cc(C(=O)Nc3ccccn3)c3ccccc3n2)o1 was read as Salmonella PhoP GFP 0%, M. tuberculosis 32%, influenza NS1A -5%, VEEV TC-83 Vero 12% and H37Rv inhibition 3%.
Screening O=C(O)c1cc(-c2ccc(/C=N/NC(=S)Nc3ccccc3)o2)ccc1Cl returned Salmonella PhoP GFP 3%, M. tuberculosis 3%, VEEV TC-83 Vero 2.6% and H37Rv inhibition 2%.
`CCN1/C(=C2\SC(=S)N(Cc3ccccc3)C2=O)Sc2ccccc21` gave Salmonella PhoP GFP -6%, M. tuberculosis -2%, influenza NS1A 1%, VEEV TC-83 Vero 0.2% and H37Rv inhibition 9%.
`CCOc1ccc(C(=O)NC(=S)Nc2ccccc2OC)cc1[N+](=O)[O-]` gave Salmonella PhoP GFP 5%, M. tuberculosis -3%, influenza NS1A 1%, VEEV TC-83 Vero 0.8% and H37Rv inhibition -3%.
Screening COCCn1c(SCC(=O)Nc2cccc(C)n2)nnc1-c1ccco1 returned Salmonella PhoP GFP 8%, M. tuberculosis 3%, influenza NS1A -12%, VEEV TC-83 Vero 1.3% and H37Rv inhibition -7%.
For CCCCN(CCCNC(=O)c1ccc(CS(=O)(=O)c2ccc(OC)cc2)o1)Cc1ccccc1 the results were Salmonella PhoP GFP -3%, M. tuberculosis 24%, influenza NS1A -2%, VEEV TC-83 Vero 1.8% and H37Rv inhibition 0%.
`COc1ccc(Nc2nc(N3CCCC3)nc3ccccc23)c(OC)c1` gave Salmonella PhoP GFP 8%, M. tuberculosis inconclusive, influenza NS1A 5%, VEEV TC-83 Vero inconclusive and H37Rv inhibition inconclusive.
For CC(=O)Nc1ccc(Nc2nc(-c3ccccc3)nc3ccccc23)cc1 the results were Salmonella PhoP GFP -2%, M. tuberculosis 28%, influenza NS1A 3%, VEEV TC-83 Vero 7.3% and H37Rv inhibition 10%.
CCN(CC)CCn1c2c(c(SCC(=O)Nc3nc(C)cs3)nc1=O)CCCC2 was read as Salmonella PhoP GFP 9%, M. tuberculosis -2%, influenza NS1A -1%, VEEV TC-83 Vero 2.7% and H37Rv inhibition 0%.
`O=C(NCC1CCCCC1)c1cc2ccccc2cc1O` gave Salmonella PhoP GFP -6%, M. tuberculosis 31%, influenza NS1A 7%, VEEV TC-83 Vero 1.0% and H37Rv inhibition -13%.
`Cc1ccc(-n2ncc3c(NCc4cccnc4)ncnc32)cc1C` gave Salmonella PhoP GFP -21%, M. tuberculosis 39%, influenza NS1A 6%, VEEV TC-83 Vero 6.5% and H37Rv inhibition 25%.
`Nc1ccc(S(=O)(=O)Nc2ccnn2-c2ccccc2)cc1` gave Salmonella PhoP GFP -6%, M. tuberculosis 6%, influenza NS1A -22%, VEEV TC-83 Vero inactive and H37Rv inhibition -4%.
O=C(N/N=C/c1cccnc1)c1ccc(Cl)c(Cl)c1 was read as Salmonella PhoP GFP 0%, M. tuberculosis -11%, influenza NS1A 0%, VEEV TC-83 Vero 2.5% and H37Rv inhibition -12%.
Screening COC(=O)c1cccc(C23CC4(C2)[C@H](CN(Cc2ccc(C(F)(F)F)cc2)[C@@H]4c2ccccc2)C3c2ccc(C(F)(F)F)cc2)c1 (stereo partly drawn) returned Salmonella PhoP GFP 8%, M. tuberculosis 24% and H37Rv inhibition 2%.
For COc1ccc(NC(=O)CCN2C(=O)c3ccccc3S2(=O)=O)c(OC)c1 the results were Salmonella PhoP GFP -2%, M. tuberculosis -18%, influenza NS1A 1%, VEEV TC-83 Vero 2.2% and H37Rv inhibition -5%.
Screening CC1(C)C(=O)OC(c2ccccc2)C2(CCCC2)C1=O (stereo not drawn) returned Salmonella PhoP GFP 9%, M. tuberculosis -12%, influenza NS1A 3%, VEEV TC-83 Vero 0.5% and H37Rv inhibition -6%.
For CCOC(=O)C1=NN(c2ccccc2C)C2=NC(C)=C(C(=O)OC)C(c3cccc(OC)c3)N12 (stereo not drawn) the results were Salmonella PhoP GFP 0%, M. tuberculosis 5%, influenza NS1A -4%, VEEV TC-83 Vero inactive and H37Rv inhibition -7%.
For COc1ccc(Cc2noc(CN(C)CC(O)c3ccccc3)n2)cc1OC (stereo not drawn) the results were Salmonella PhoP GFP -4%, M. tuberculosis -9%, influenza NS1A -6%, VEEV TC-83 Vero 0.5% and H37Rv inhibition 3%.
COC(=O)CN(c1ccc(C(C)C)cc1)S(=O)(=O)c1c(C)[nH]c(=O)[nH]c1=O was read as Salmonella PhoP GFP -13%, M. tuberculosis -13%, influenza NS1A 12%, VEEV TC-83 Vero 1.0% and H37Rv inhibition -10%.
`C=CCn1c(=NC(=O)CC)n(C)c2ccccc21` gave Salmonella PhoP GFP -2%, M. tuberculosis -11%, influenza NS1A 0%, VEEV TC-83 Vero 0.6% and H37Rv inhibition -4%.
COc1ccccc1C(=O)NC(=O)COC(=O)CNC(=O)c1ccccc1F was read as M. tuberculosis -8%, influenza NS1A -3%, VEEV TC-83 Vero 1.0% and H37Rv inhibition -6%.
For CC1(C)C2CCC1(CS(=O)(=O)NCc1ccc(C(=O)O)cc1)C(=O)C2 (stereo not drawn) the results were Salmonella PhoP GFP 8%, M. tuberculosis -10%, influenza NS1A 14%, VEEV TC-83 Vero 0.5% and H37Rv inhibition -5%.
Screening CCO[C@H]1OC(C(=O)Nc2ccccc2)=C[C@@H](C)[C@@H]1CCCO returned Salmonella PhoP GFP -7%, M. tuberculosis 6%, influenza NS1A 9%, VEEV TC-83 Vero 0.1% and H37Rv inhibition 1%.
For O=C1CCC(=O)N1c1ccc(-c2nc3ccccc3s2)cc1 the results were Salmonella PhoP GFP -4%, M. tuberculosis -2%, influenza NS1A -2%, VEEV TC-83 Vero 0.3% and H37Rv inhibition 7%.
For COc1ccc(NC(=S)N2CCOCC2)c(OC)c1 the results were Salmonella PhoP GFP 1%, M. tuberculosis -6%, influenza NS1A 3%, VEEV TC-83 Vero 1.9% and H37Rv inhibition 2%.
Screening O=C(NCc1cccs1)c1cc(-c2ccccc2)on1 returned Salmonella PhoP GFP 0%, M. tuberculosis 18%, influenza NS1A 4%, VEEV TC-83 Vero inactive and H37Rv inhibition 0%.
CNc1ccc(Br)cc(C(=O)/C=C/c2ccc3c(c2)OCO3)c1=O was read as Salmonella PhoP GFP -3%, M. tuberculosis 17%, influenza NS1A 12%, VEEV TC-83 Vero 7.7%, H37Rv inhibition 10% and VEEV TC-83 Vero 10K pilot screen 6.2.
COC(=O)c1ccccc1NC1OC(=O)c2ccccc21 (stereo not drawn) was read as Salmonella PhoP GFP -4%, M. tuberculosis -7%, influenza NS1A 15%, VEEV TC-83 Vero 0.2% and H37Rv inhibition -4%.
Screening Cc1cccc(NC(=O)Cc2ccc(-c3ccccc3)cc2)n1 returned Salmonella PhoP GFP -5%, M. tuberculosis 71%, influenza NS1A -7%, VEEV TC-83 Vero 6.6% and H37Rv inhibition 58%.
CN(CC(=O)Nc1ccccc1Cl)C(=O)c1ccc(Cl)c(S(=O)(=O)N2CCCCCC2)c1 was read as M. tuberculosis 27%, influenza NS1A -3%, VEEV TC-83 Vero 2.1% and H37Rv inhibition -6%.
Screening C#CCCc1ccccc1/C=[N+](/C)[O-] returned M. tuberculosis 3%, influenza NS1A 0%, VEEV TC-83 Vero 0.3% and H37Rv inhibition -4%.
`S=C(NCc1ccccn1)Nc1ccc(Cl)cc1Cl` gave Salmonella PhoP GFP 6%, M. tuberculosis 67%, influenza NS1A 12%, VEEV TC-83 Vero 0.4% and H37Rv inhibition 3%.
For COC(=O)C1=C(C)N(Cc2ccccc2)C(=NCc2ccc(OC)cc2)N[C@H]1c1cccc(F)c1 the results were Salmonella PhoP GFP 10%, influenza NS1A 11%, VEEV TC-83 Vero inactive and H37Rv inhibition 69%.
For COc1ccc(CNc2ncnc3c2[nH]c2cc(OC)c(OC)cc23)cc1 the results were Salmonella PhoP GFP 4%, M. tuberculosis 59%, influenza NS1A -14%, VEEV TC-83 Vero 11% and H37Rv inhibition 5.2µM*.
